ASAP1 GAP inh = blocks human ASAP1-stimulated Arf1 GTP hydrolysis; Q9ULH1; GDP FP detection; inhibition, % at 16.5 µM; actives 0.19% (n = 360,000); in the data active = inhibition above about 25%;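 note: 0% = vehicle with enzyme and substrate and 100% = no enzyme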
PLCg1 inh = inhibitors of human phospholipase C gamma1; P19174; purified PLC-gamma1, fluorogenic substrate, fluorescence; inhibition, % at 12.2 µM; actives 0.84% (n = 370,000); AID 720700; in the data active = inhibition above about 9.5%
DDE Tn7 FP inh = disrupts Tn7 cyclic peptide binding to fibrin D-Dimer-E complex; P02675; FP displacement of FITC-Tn7 peptide from fibrin DD(E); 0% = median of compound wells per plate; inhibition, % at 8.3 µM; actives 0.13% (n = 370,000);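 active = inhibition above the mean of compounds falling within the control limits plus 3 SD of them, cut at about 14% in these data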;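 note: 0% = plate median of compound wells and 100% = 10 µM Aha-Tn7 peptide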
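system = human fibrin DD(E) protein | quantity = DD(E) 2 µM final | medium = Tris/NaCl/CaCl2 buffer, pH 7.8 | also added = labelled Tn7 tracer, 0.1 µM | compound dosing = single point at 8.3 µM | timing = compound with protein 10 min, then 3 h after probe, room temperature | signal = FP measurement | benchmarks = Aha-Tn7 high control | repeats = one replicate per compound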
LEDGF integ inh = blocks HIV-1 LEDGF/p75-dependent DNA integration. inhibition, % at 3.7 µM. AID 743269. actives 0.64% (n = 370,000). TR-FRET IN-LEDGF/p75 DNA integration, Eu/Cy5;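 active = inhibition above the screen-wide mean plus 3 SD, cut at about 13% in these data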;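 note: signal is the Cy5 over europium emission ratio at 671 and 618 nm; 0% = plate median of compound wells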
ADAM17 inh = inhibits human ADAM17 | actives 0.83% (n = 370,000) | inhibition, % at 6.95 µM | recombinant ADAM17, EDANS/DABCYL FRET peptide cleavage | P78536;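 active = inhibition above the mean of compounds lying between control limits plus 3 SD, set per campaign, cut at about 8.5% in these data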;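 note: 0% = DMSO-only wells as the low control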
DDE Tn6 FP inh = disrupts Tn6 cyclic peptide binding to fibrin D-Dimer-E complex. inhibition, % at 8.3 µM. AID 720509. Fibrin DD(E) TRITC-Tn6 fluorescence polarization displacement. P02675. actives 0.21% (n = 370,000);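 active = inhibition above a per-campaign cutoff: mean of compounds within control limits plus 3 SD, cut at about 15% in these data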;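 note: 0% = median of all compound wells on the plate and 100% = blocking peptide control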
proKLK7 act = activates the human kallikrein-7 zymogen | purified proKLK7, EDANS-DABCYL substrate fluorescence; 100% is mature enzyme control, 0% vehicle | activation, % at 7 µM | actives 0.9% (n = 370,000) | AID 652039;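 active = activation above the mean of all tested compounds plus 3 SD, computed per campaign excluding outliers beyond control limits, cut at about 13% in these data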
Target sequence (P49862 whole entry, looked up): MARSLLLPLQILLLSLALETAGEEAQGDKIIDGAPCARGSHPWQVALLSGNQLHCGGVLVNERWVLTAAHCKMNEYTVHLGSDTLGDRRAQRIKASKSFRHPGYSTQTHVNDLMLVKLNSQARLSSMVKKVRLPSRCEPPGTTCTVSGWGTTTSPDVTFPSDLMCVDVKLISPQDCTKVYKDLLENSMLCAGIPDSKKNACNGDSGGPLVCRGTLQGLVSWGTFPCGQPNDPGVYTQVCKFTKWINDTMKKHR
TDP2 inh = blocks human TDP2 phosphodiesterase activity; O95551; recombinant TDP2, T5PNP hydrolysis, p-nitrophenol absorbance 415 nm; inhibition, % at 12.8 µM; actives 0.34% (n = 370,000);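 active = inhibition above the mean of all tested compounds plus 3 SD, set per campaign, cut at about 25% in these data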;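 note: 0% = DMSO with enzyme and 100% = buffer with substrate but no TDP2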
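System – recombinant human TDP2 · Amount – 120 nM TDP2 per well · Buffer or medium – Mg2+-containing Tris-HCl buffer, pH 7.5 · Reagent – T5PNP substrate, 5 mM · Dosing – 12.8 µM single point, 1% DMSO · Incubation – 2 h at 37 °C · Measured by – epi absorbance · Read-out basis – percent inhibition · Benchmarks – high control without enzyme, low control DMSO plus TDP2 · Repeats – singlicate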
ADAM10 inh = ADAM10 inhibition, QFRET primary screen; O14672; actives 0.62% (n = 370,000); AID 720582; recombinant ADAM10, EDANS/DABCYL FRET peptide cleavage, 3 h; inhibition, % at 7 µM;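 active = inhibition above a per-campaign cutoff equal to the mean of compounds falling between control-based bounds plus 3 SD, cut at about 20% in these data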;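 note: 0% = DMSO wells while the 100% control is not disclosed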
Target sequence (O14672 214-748 limits assumed): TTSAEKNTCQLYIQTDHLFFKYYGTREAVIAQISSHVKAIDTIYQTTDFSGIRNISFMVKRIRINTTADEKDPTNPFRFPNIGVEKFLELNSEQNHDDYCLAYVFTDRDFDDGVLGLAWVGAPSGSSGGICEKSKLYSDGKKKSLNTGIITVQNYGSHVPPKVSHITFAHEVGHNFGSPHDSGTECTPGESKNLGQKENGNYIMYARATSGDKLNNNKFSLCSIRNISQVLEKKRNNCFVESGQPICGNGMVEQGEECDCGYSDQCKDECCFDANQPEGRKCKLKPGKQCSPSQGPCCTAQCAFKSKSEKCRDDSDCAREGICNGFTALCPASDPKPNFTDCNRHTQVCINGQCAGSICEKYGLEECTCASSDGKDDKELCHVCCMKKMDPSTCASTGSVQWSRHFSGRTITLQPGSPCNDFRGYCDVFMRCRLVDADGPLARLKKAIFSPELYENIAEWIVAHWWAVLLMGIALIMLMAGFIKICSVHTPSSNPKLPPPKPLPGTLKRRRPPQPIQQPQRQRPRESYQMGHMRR
ARFGAP1 inhibitor = inhibitors of rat ARFGAP1; Q62848; Arfgap1-stimulated ARF1 GTP hydrolysis, GDP FP detection; inhibition, % at 16.5 µM; actives 0.26% (n = 360,000); AID 651572;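 active = inhibition above a per-plate limit, mean inhibition of low control wells plus 3 SD, cut at about 25% in these data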;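 note: 0% = DMSO wells with enzyme and 100% = wells lacking Arfgap1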
Target sequence (Q62848 1-136 limits assumed): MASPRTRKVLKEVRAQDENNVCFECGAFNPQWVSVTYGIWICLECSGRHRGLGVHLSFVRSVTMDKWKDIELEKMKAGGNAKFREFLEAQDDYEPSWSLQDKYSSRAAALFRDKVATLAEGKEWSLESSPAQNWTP
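System: truncated rat Arfgap1 GAP domain / Benchmarks: high control wells lacking Arfgap1, low control full reaction with DMSO / Times: compound-enzyme preincubation 20 min, reaction 120 min, detection 60 min, 25 °C / Repeats: one replicate per compound / Also added: human ARF1(Δ1-17)-GTP substrate / Measured by: Tracer-displacement fluorescence polarization with EDTA stop, 620/688 nm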
The depositor's hits bear a star; i = inactive; · = no result given.

SMILES	ASAP1 GAP inh	PLCg1 inh	DDE Tn7 FP inh	LEDGF integ inh	ADAM17 inh	DDE Tn6 FP inh	proKLK7 act	TDP2 inh	ADAM10 inh	ARFGAP1 inhibitor
CCOc1ccc(CCNC(=O)CN2CCN(Cc3ccccc3C)C2=O)cc1OCC	-7	-1	3	0	2	6	0.6	-14	5	4
O=C(O)c1ccc(OCC2CCCO2)cc1 (stereo unspecified)	4	-2	5	-4	-5	7	0.0	3	-9	4
O=C(COC(=O)CN1C(=O)C2CCCCC2C1=O)NCc1ccc(Cl)cc1Cl (stereo unspecified)	5	-1	1	2	-2	-7	-0.2	-5	-5	-1
COc1cccc(CC(=O)OC(C)C(=O)Nc2ccc(N3CCOCC3)cc2)c1 (stereo unspecified)	1	6	2	3	1	-11	0.3	-5	-1	2
CCCC(=O)N1CCN(c2nc3ccc(CC)cc3s2)CC1	11	0	-1	-7	3	7	0.3	-12	2	2
Cc1ccc(NS(=O)(=O)c2ccc3[nH]c(=O)oc3c2)c(C)c1	-9	1	-6	-1	-2	4	-0.1	8	20	-10
Cc1nc2cc(C(F)(F)F)ccc2n1C	16	-1	10	-1	-5	-4	-0.1	1	1	-2
COc1ccccc1/C=C/C(=O)c1ccc(NC(C)=O)cc1	1	-31	2	0	-19	-9	1.1	7	-63	9
COc1ccc2c(c1)c(=O)c(C(=O)c1ccc(Cl)cc1)cn2CC(=O)Nc1ccc(F)cc1	3	-8	1	-3	-1	-6	0.2	1	-13	1
CCC(=O)Oc1ccc(NC(=O)CSCc2ccccc2)cc1	6	-3	5	-1	1	5	0.0	-7	4	8
O=C(NCc1ccc(F)cc1)C1CCN(S(=O)(=O)c2ccc(Cl)cc2)CC1	7	-1	6	-3	-3	4	-0.4	1	-3	10
Cc1ccc(S(=O)(=O)N(CC(O)CN2C(=O)NC(C)(C)C2=O)c2cccc(C)c2)cc1 (stereo unspecified)	-14	1	2	-1	-1	-2	0.1	-2	-1	5
CC1CCC2(CC1)NC(CO)(CO)CO2 (stereo unspecified)	-8	-1	3	-5	-3	2	-0.4	-4	-2	-11
CC1(C)Cc2c(c(N3CCOCC3)nc3sc(C(=O)N4CCCCC4)c(N)c23)CO1	-11	-85	2	3	-10	6	0.4	1	-35	-5
CCOc1ccc2nc(NC(=O)CC3Oc4ccccc4NC3=O)sc2c1 (stereo unspecified)	-8	0	5	-9	-2	4	0.4	-6	-2	1
COc1ccc(C(=S)Nc2ccccc2)cc1	3	0	3	3	-8	1	0.0	7	-12	-3
C=CCSC1=C(C#N)C2(CCCCC2)C(C#N)C(=O)N1 (stereo unspecified)	6	2	2	4	1	6	0.6	15	3	-15
CN(CCO)c1nc(N)c(C#N)c(CC#N)c1C#N	-7	-280	0	1	-28	-6	-77	13	-63	9
O=C(CSc1nnc(-c2ccc(Cl)cc2)n1Cc1ccco1)NCc1ccc2c(c1)OCO2	5	8	-4	2	6	2	1.0	-9	14	9
CN1CC=C(c2ccccc2)N(c2ccc(Cl)cc2)C1=O	·	4	-1	5	3	-3	0.8	-3	6	·
CC1CCCCC1NC(=O)Cn1c(=O)oc2cc(S(=O)(=O)N3CCCC3)ccc21 (stereo unspecified)	-6	0	-12	0	0	0	0.1	0	-3	1
COc1cc(C(=O)NCc2nnc(SCC(=O)N3CCC(C)CC3)o2)cc(OC)c1OC	-15	2	6	-2	-4	7	-0.1	0	7	-1
CC1CCCCN1C(=S)Nc1ccc2nc3n(c(=O)c2c1)CCCCC3 (stereo unspecified)	8	-120	-3	1	-174	4	2.7	-12	i	-1
Cc1cccc(CSC2=NCCN2C(=O)c2ccc(Br)o2)c1	4	1	3	2	-2	5	0.4	6	-5	-4
CC(C)C(OC(=O)c1nsc(Cl)c1Cl)C(=O)NCc1ccccc1 (stereo unspecified)	10	-4	3	-1	-3	6	-0.9	12	1	6
CCOc1cc(/C=C(/C#N)c2ccc(F)cc2)ccc1OCc1ccc(C(=O)O)o1	-12	-22	3	4	-4	-3	-1.1	-7	-5	3
O=C(COC(=O)C1CCCN1C(=O)C12CC3CC(CC(C3)C1)C2)c1ccc(Br)cc1 (stereo unspecified)	8	1	3	-1	-2	9	0.0	2	4	6
CCc1nccn1S(=O)(=O)c1ccc(C)c(C)c1	-5	2	-1	-1	-2	0	0.4	-4	8	3
CC(=O)c1ccc(OCc2cc(C(=O)NCCN3CCCC(O)C3)no2)cc1 (stereo unspecified)	-6	-2	1	1	-4	-1	-0.3	-4	-3	-3
NC(=O)NC(CC(=O)NNC(=O)c1ccccn1)c1ccccc1Cl (stereo unspecified)	4	2	-7	0	1	-3	0.4	-9	-5	-4
CCOC1CCCCC1NS(=O)(=O)c1ccc(Cl)cc1 (stereo unspecified)	-4	2	-3	1	-2	-8	0.3	-3	-3	-1
CCOC(=O)Cc1csc(NS(=O)(=O)Cc2ccccc2)n1	-13	-1	4	0	-2	10	-0.3	11	1	7
COCCN1C[C@@H](CO)O[C@@H](n2cnc3c(NCc4ccc(F)cc4)ncnc32)C1	15	1	4	2	-5	-1	-0.7	-6	0	-1
Cc1ccc(/C(O)=C2\C(=O)C(=O)N(CCCN3CCOCC3)C2c2ccccc2F)cc1 (stereo unspecified)	-2	-2	4	-1	-2	6	0.1	-3	-5	5
CC1CCc2nc(NC(=O)C3COc4ccccc4O3)sc2C1 (stereo unspecified)	-1	6	2	10	6	4	0.0	-15	14	-7
O=C(O)C[C@H]1c2cc(C(F)(F)F)ccc2S(=O)(=O)N1C1CCCCC1	7	-2	-1	2	0	-1	-0.5	0	1	3

3 entries from above, with values ahead of the structure.
ASAP1 GAP inh | PLCg1 inh | DDE Tn7 FP inh | LEDGF integ inh | ADAM17 inh | DDE Tn6 FP inh | proKLK7 act | TDP2 inh | ADAM10 inh | ARFGAP1 inhibitor | Molecule
-9 | 1 | -6 | -1 | -2 | 4 | -0.1 | 8 | 20 | -10 | Cc1ccc(NS(=O)(=O)c2ccc3[nH]c(=O)oc3c2)c(C)c1
16 | -1 | 10 | -1 | -5 | -4 | -0.1 | 1 | 1 | -2 | Cc1nc2cc(C(F)(F)F)ccc2n1C
1 | -31 | 2 | 0 | -19 | -9 | 1.1 | 7 | -63 | 9 | COc1ccccc1/C=C/C(=O)c1ccc(NC(C)=O)cc1

The list continues:
SMILES	ASAP1 GAP inh	PLCg1 inh	DDE Tn7 FP inh	LEDGF integ inh	ADAM17 inh	DDE Tn6 FP inh	proKLK7 act	TDP2 inh	ADAM10 inh	ARFGAP1 inhibitor
COc1ccccc1Cc1c(-c2cccc(Br)c2)nc2ccc(Br)cn12	3	-10	0	-3	3	-3	-0.3	-2	-4	-1
Nc1cccc(-c2cn3cc(C(F)(F)F)cc(Cl)c3n2)c1	6	-20	1	-2	-1	12	-0.2	-5	3	6
CCCc1cc(C(=O)Nc2ccccc2SC)no1	10	2	7	-1	-2	-7	0.3	1	-10	-5
COc1cccc(NC(=O)C(C)Oc2ccccc2)c1 (stereo unspecified)	-11	0	-7	-1	0	-2	-0.2	-12	2	5
CC[C@@H]1/C(=C/c2ccccc2)N2C(=O)C[C@@H](c3ccccc3)N=C2N1Cc1ccc(OC)cc1OC	·	-2	5	-2	-4	-1	·	3	-5	·
CN1CCN(Cc2nc3c(c(=O)n(C)c(=O)n3C)n2Cc2cccc3ccccc23)CC1	-8	2	-1	3	-1	1	0.5	0	2	1
C=CCC(NCc1ccccc1)c1ccc(OC)cc1 (stereo unspecified)	19	1	0	-5	2	4	0.2	-14	-12	12
CCn1c(CNc2ccc(C)cc2)nnc1SCC(=O)NCc1ccccc1	6	0	3	-4	-2	6	0.1	-1	-1	8
COc1ccc(NS(=O)(=O)c2ccc(N3CCN(CCO)CC3)c([N+](=O)[O-])c2)cc1	9	2	1	1	1	4	-0.6	-8	12	4
CC(OC(=O)c1cccc(N2C(=O)c3ccccc3C2=O)c1)C(=O)Nc1ccc(N(C)C)cc1 (stereo unspecified)	-1	-4	-2	0	-2	-8	0.2	10	-8	1
Cc1ccc(NC(=O)Cn2nnc(C(=O)NCCc3ccccc3)c2N)cc1Cl	21	-2	-4	2	-5	3	-0.2	2	-1	-8
Nc1ccc2ccccc2c1N=Nc1ccccc1	2	1	2	4	4	-1	0.2	-6	13	-1
CCOc1ccc(CN(C)CC(O)COC(c2ccc(OC)cc2)c2ccc(OC)cc2)cc1 (stereo unspecified)	-1	5	-2	2	1	-5	-0.6	10	7	-12
N#C/C(=C\c1cccc(O)c1)C(=O)Nc1ccc2c(c1)OCCO2	-15	4	0	5	1	-2	0.5	-10	7	-5
C/C(=N\NC(=O)c1cc(O)cc(O)c1)c1ccc(NC(=O)Cc2ccccc2)cc1	-7	0	-1	16*	-3	-13	0.0	7	-12	-6
COc1ccc(C(=O)NCCc2nnc3ccc(SCC(=O)Nc4ccccc4)nn23)cc1	4	-2	1	1	2	-6	0.3	-5	-10	0
Cc1ccc(C(=O)N2CCN(C(=O)c3ccc(C)cc3)C2)cc1	-5	1	2	0	-2	4	0.1	12	-1	-13
O=C(NN=Cc1ccc(O)cc1)c1cc(-c2ccc(Cl)cc2)n[nH]1	·	-12	1	-4	-1	-6	-1.6	5	-6	·
COc1ccc(CNC(=O)CSc2nnc(C3CC3)n2C2CC2)cc1	-16	0	6	-1	-2	6	0.2	5	-5	2
NS(=O)(=O)c1ccc(Sc2nc3ccccc3s2)c([N+](=O)[O-])c1	2	-1	-1	-1	1	3	0.1	6	9	4
COc1cc2c(c(OC)c1OC)-c1ccc(OC)c(=O)cc1C(NC(=O)c1ccccc1)CC2 (stereo unspecified)	-8	3	7	-1	2	0	0.4	-1	-17	-10
Nc1nc(-c2ccccc2)c(CCCOc2ccc(NC(=O)CBr)cc2)c(=O)[nH]1	-2	-3	-1	-2	-2	-2	0.1	4	-13	8
COc1ccc(C)cc1NC(=O)c1ccc2c(=O)n3c(nc2c1)CCCCC3	3	2	-4	1	-2	5	0.4	3	-5	5
COCCNC(=O)C(c1ccc(F)cc1)N(C(=O)CCC(=O)Nc1nccs1)c1cccc(C)c1 (stereo unspecified)	1	0	-3	2	-2	-2	0.5	9	5	8
CC(C)(C)NC(=O)CSCc1c(Cl)cccc1Cl	11	1	-6	1	0	-2	-0.3	16	1	2
CN1CCN(c2cc(=O)n(-c3ccc(Cl)cc3)c(=O)[nH]2)CC1	15	-2	-3	2	-3	-6	0.3	2	-16	-1

Assay outcomes: PubChem BioAssay, The Scripps Research Institute Molecular Screening Center
